miR122 inh = miR-122 Renilla sensor signal increase in Huh7, primary screen, miR-122 inhibitor project, cell-based, single point, plate reader; Huh7 miR-122 Renilla luciferase sensor, 48 h; neutral wells = 0, positive control = 100; activation (reporter increase), % at 12.5 µM; 340,000 compounds, 0.3% hits;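 active = mean replicate activation score at least 90 and every replicate individually at or above 90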;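 also: higher luciferase means less miR-122 activity so hits act as miR-122 inhibitors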
ARNT TACC3 PPI = disruptors of ARNT/TACC3 protein interaction, primary screen, biochemical, AlphaScreen, single concentration; Transforming acidic coiled-coil-containing protein 3 (Homo sapiens), Q9Y6A5; AlphaScreen His-ARNT PAS-B/GST-TACC3 binding, luminescence; TACC3 fragment carries E629A point mutation; inhibition, % at 9.99 µM; 390,000 compounds, 0.66% hits;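 active = mean inhibition of replicates at least 50% and at least half of replicates each reaching 50%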;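 also: 0% = complete ARNT plus TACC3 wells and 100% = ARNT alone without TACC3; many hits fall short of the cut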
ERp5 block = inhibitors of ERp5-driven insulin aggregation, primary screen, biochemical, turbidity, absorbance 650 nm, single point; 90 min; inhibition, % at 9.99 µM; 350,000 compounds, 0.05% hits; AID 651711, 2012;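 active = mean replicate inhibition above about 25%, with every replicate also reaching it, limit read from the data, passing the limit was not always enough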
Target sequence (Q15084 whole entry, looked up): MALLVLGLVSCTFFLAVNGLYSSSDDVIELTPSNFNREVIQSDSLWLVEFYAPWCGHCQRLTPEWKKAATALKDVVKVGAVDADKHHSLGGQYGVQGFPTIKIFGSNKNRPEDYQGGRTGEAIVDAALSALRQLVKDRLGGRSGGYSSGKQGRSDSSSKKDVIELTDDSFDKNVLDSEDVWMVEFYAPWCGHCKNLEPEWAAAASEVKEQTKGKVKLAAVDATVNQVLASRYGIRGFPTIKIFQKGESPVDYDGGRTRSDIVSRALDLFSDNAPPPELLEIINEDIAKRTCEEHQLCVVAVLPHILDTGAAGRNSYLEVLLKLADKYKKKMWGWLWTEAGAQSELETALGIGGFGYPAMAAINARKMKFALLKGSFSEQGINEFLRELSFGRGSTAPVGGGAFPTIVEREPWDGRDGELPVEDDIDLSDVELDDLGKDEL
Cneo AK release = Cryptococcus neoformans cell lysis inducers, primary screen, AK release luminescence, single concentration; C. neoformans lysis, adenylate kinase release luminescence, 4 h; normalised: neutral wells 0, clomiphene wells 100; lysis activity, % at 15 µM; 360,000 compounds, 0.2% hits; AID 651654, 2012;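 active = mean lysis activity across replicates of at least 80%, whatever share of replicates individually reach that level; inactive = mean lysis activity below 80%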
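Test system: log-phase Cryptococcus neoformans yeast cells. Input: 5 × 10^6 yeast cells/mL. Medium: fresh YPD growth medium. Doses: single dose. Incubation: static 4 h at 37 °C with compound, 1 h detection. Measured by: luminescent adenylate kinase detection reagent. Read-out: signal increase indicating cell lysis. Benchmarks: Clomiphene.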
Statin myotox sup = suppressors of statin myotoxicity in C2C12 myotubes, primary screen, cell-based, single point, plate reader; C2C12 myotubes + simvastatin, ATP luminescence, 48 h; scaled: DMSO 0, geranylgeraniol control 100; rescue of ATP level, % at 7.49 µM; 330,000 compounds, 0.78% hits; AID 602340, 2012;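 active = mean ATP rescue above about 67%, or every replicate alone reaching that limit, limit read from the data, passing the limit was not always enough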;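 also: myotubes were challenged with 10 µM simvastatin during compound exposure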
SIRT5 block = SIRT5 desuccinylase inhibitors, primary screen, biochemical, fluorescence imaging, single point, set 5; Purified SirT5, succinyl-peptide AMC, trypsin-coupled fluorescence; AID 652115, 2013; 330,000 compounds, 1.1% hits; NAD-dependent protein deacylase sirtuin-5, mitochondrial (Homo sapiens), Q9NXA8; inhibition, % at 15 µM; in the data active = inhibition above about 15%
Target sequence (Q9NXA8 whole entry, looked up): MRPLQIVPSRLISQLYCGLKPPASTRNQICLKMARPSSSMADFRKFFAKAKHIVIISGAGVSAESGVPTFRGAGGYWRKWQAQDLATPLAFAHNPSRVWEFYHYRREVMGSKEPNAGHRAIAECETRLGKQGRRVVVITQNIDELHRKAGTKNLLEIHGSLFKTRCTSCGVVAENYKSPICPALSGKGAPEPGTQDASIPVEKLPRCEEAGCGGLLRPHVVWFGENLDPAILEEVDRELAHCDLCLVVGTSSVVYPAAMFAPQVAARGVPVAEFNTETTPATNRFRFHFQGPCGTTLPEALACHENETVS
esBAF inh = Bmi1 luciferase reporter increase in mESCs, primary screen, esBAF inhibitor project, mouse ES cells, Bmi1 luciferase knock-in, single point. 24 h; 100% = twice the neutral-well signal. reporter increase, % at 12.5 µM. 350,000 compounds, 2% hits. AID 602393, 2012; in the data active = activation above about 40%;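 also: 0% = median of the plate's neutral control wells and 100% = double that signal; a rise in the Bmi1 reporter signal indicates esBAF inhibition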
Starred values were filed as active, the others as inactive; . = not tested or not shown; & = joins results of further samples; [ ] = another dose, or the depositor's remark.

Order of values – miR122 inh | ARNT TACC3 PPI | ERp5 block | Cneo AK release | Statin myotox sup | SIRT5 block | esBAF inh
COc1ccc(C(=O)C[n+]2ccc3c(c2)nc(-c2ccc(OC)cc2OC)n3C)cc1
 : -2 | -6 | . | 3 | -102 | . | 0
COCCNC(=S)N/N=C/c1c2ccccc2cc2ccccc12
 : -5 | -2 | 3 | 10 | -9 | -1 | -2
CC1CCN(C(=O)/C(=C\c2ccccc2F)NC(=O)c2ccccc2)CC1
 : 5 | -4 | -5 | -2 | 15 | -1 | 0
Cc1ccc2[nH]c(=O)c(CN(CCCN3CCOCC3)C(=O)NC3CCCCC3)cc2c1
 : -9 | -9 | . | 0 | -5 | . | -5
CCOc1ccc(Oc2c(/C=N/NC(=O)COc3ccccc3OC)c(C)nn2-c2ccccc2)cc1
 : 1 | -5 | . | . | 14 | . | -9
CC(C)NC(=O)N(C)C[C@H]1OCCCC[C@@H](C)Oc2ccc(NC(=O)c3ccccc3)cc2C(=O)N([C@H](C)CO)C[C@@H]1C
 : 1[16.7 µM] | -1 | 3 | -1 | . | 0 | .
COc1cc(C(C)=O)ccc1OCC(O)CN1CCN(c2ccccc2)CC1 (configuration not stated)
 : 0 | -6 | -1 | -1 | -5 | 0 | -1
c1ccc(N2CC[N+]3(CCCC3)CC2)nc1
 : 5 | 0 | 9 | -1 | 23 | -7 | -8
O=C(CC(C(=O)O)c1c[nH]c2ccccc12)c1ccccc1 (configuration not stated)
 : 3 | -10 | -5 | -2 | . | 17* | 27*
Cc1ccc(Nc2ncnc3c2oc2ccccc23)cc1
 : 12 | -2 | . | 0 | -25 | . | 47*
Cc1ccccc1S(=O)(=O)N1C[C@H](O)COC[C@@H]2O[C@@H](CC(=O)O)CC[C@H]21
 : -3[16.7 µM] | -6 | 2 | -1 | 12 | 2 | 0
Cc1cc(NC(=O)Cn2cc([N+](=O)[O-])cn2)no1
 : -12 | 8 | 2 | -3 | 1 | -2 | -1
CCOc1ccc(-c2[nH]ncc2-c2csc(C)n2)c(O)c1
 : . | -3 | 2 | . | . | 3 | .
Cc1ccc(NC(=O)CC(C)S(=O)(=O)c2ccc3c(c2)NC(=O)CO3)c(Cl)c1 (configuration not stated)
 : -2 | -6 | 9 | 3 | -1 | -1 | 4
Cn1c(CCCNC(=O)c2ccco2)nc2ccccc21
 : 2 | -3 | -5 | 1 | 22 | -1 | -10
C[C@@H]1CN([C@H](C)CO)C(=O)Cc2cc(NC(=O)Cc3cn(C)c4ccccc34)ccc2O[C@H]1CN(C)C
 : 3[16.7 µM] | -6 | -4 | 2 | -4 | . | 4
O=S(=O)(c1ccccc1)c1nc(-c2ccco2)oc1NCc1ccccc1
 : 25 | -8 | . | 8 | 26 | . | 13
COc1cc(F)ccc1-c1csc(C(NC(C)=O)c2ccc(F)c(F)c2)n1 (configuration not stated)
 : -4 | . | -4 | 2 | -12 | -6 | 3
C[C@H]1CN([C@@H](C)CO)C(=O)c2cc(NC(=O)Nc3ccc4c(c3)OCO4)ccc2O[C@H]1CN(C)S(=O)(=O)c1ccccc1
 : -5[16.7 µM] | 1 | -5 | 0 | . | 0 | 10
CC(C)(C)S(=O)(=O)Cc1nc(-c2ccc(Cl)c(Cl)c2)cs1
 : . | 16 | 3 | . | . | -2 | .
C[C@@H]1CN([C@H](C)CO)C(=O)c2cc(NC(=O)Cc3cn(C)c4ccccc34)ccc2O[C@H]1CN(C)C(=O)Nc1ccc2c(c1)OCO2
 : 15[16.7 µM] | 5&-4 | 5&0 | -9&4 | 10&4 | -3 | 37&0
CCNC(=O)C[C@@H]1CC[C@@H]2[C@@H](COc3ccc(NC(=O)c4ccccc4)cc3C(=O)N2C)O1
 : -42[16.7 µM] | 1 | -6 | -2 | 3 | 4 | 4
COC(=O)c1ccc(Nc2nc(C)cc(C)n2)cc1
 : -5 | -2 | . | -4 | 0 | . | -1
CNC[C@@H]1Oc2ncc(C#CC3CCCCC3)cc2C(=O)N([C@@H](C)CO)C[C@@H]1C
 : -3[16.7 µM] | . | . | . | 5 | . | -1
COc1ccc(NC(=O)Nc2ccc3c(c2)C(=O)N([C@H](C)CO)C[C@H](C)[C@@H](CN(C)CC2CC2)OCCCC[C@H](C)O3)cc1
 : 3[16.7 µM] | 3 | 3 | 4 | . | 6 | -3
CCOC(=O)C[N+]1(C)CCN(C(C)=O)CC1
 : . | 1 | -5 | . | . | 0 | .
O=c1cc(N2CCN(c3ccccc3)CC2)[nH]c(=O)n1C1CCCCC1
 : -18 | -2 | . | . | -120 | . | 14
CN(C)c1ccc(-c2cccc3nccn23)cc1
 : . | . | 4 | 43 | -17 | -28 | 5
Cc1ccc(NC(=O)CCC(=O)NNC(=O)NC23CC4CC(CC(C4)C2)C3)cc1C
 : . | -10 | 0 | . | . | -2 | .
COc1ccc(S(=O)(=O)N2CCCCC2)cc1NC(=O)CCCOc1ccc(C)cc1
 : -2 | . | -2 | 1 | 7 | -3 | 0
CC(C)(C)c1cc(NS(=O)(=O)c2ccc(Br)s2)no1
 : . | -10 | 2 | -2 | 8 | 1 | 1
Cc1cc(SCc2ccc([N+](=O)[O-])cc2)nc(=O)[nH]1
 : -9 | -1 | 6 | -1 | 0 | 1 | 1
CCC(=O)Nc1c(C)cc(C)cc1Cl
 : -2 | -3 | . | 2 | -4 | . | -1
Brc1ccc(C2=CC(c3ccco3)n3nnnc3N2)cc1 (configuration not stated)
 : . | 0 | 1 | . | . | -3 | .
Cn1cccc1C(=O)OCC(=O)c1cc2ccccc2o1
 : 1 | 1 | . | -3 | 1 | . | 14
CCCCC(CC)C(=O)Nc1cccc(SC)c1 (configuration not stated)
 : 0 | -4 | -5 | . | -9 | -7 | -1
CCN(CC)S(=O)(=O)c1ccc(NC(=O)c2cc(=O)[nH]c3ccccc23)cc1
 : . | -4 | 0 | . | . | -2 | .
COc1ccc(NC(=O)c2cccc(N3C(=O)c4cccc([N+](=O)[O-])c4C3=O)c2)cc1
 : . | 1 | 6 | -1 | 4 | 2 | -7
CC1(C)CC(=O)N(CC(=O)NCc2ccccc2)c2ccccc2S1(=O)=O
 : -6 | 8 | -3 | -1 | -2 | . | 6
C/C(=N\Nc1nc(N2CCCCC2)nc(N2CCOCC2)n1)c1ccccc1O
 : 14 | . | 1 | . | . | -4 | .
COc1ccc(C2/C(=C(/O)c3ccccc3)C(=O)C(=O)N2CO)cc1 (configuration not stated)
 : 1 | 0 | . | 1 | -13 | . | 9
CCn1cc(C(=O)NC(C)C23CC4CC(CC(C4)C2)C3)cn1 (configuration not stated)
 : 0 | . | 5 | -1 | . | -3 | .
COCCN(C(=O)CCC(=O)Nc1cc(C)on1)C(C(=O)NC1CCCC1)c1ccccc1C (configuration not stated)
 : . | 2 | 7 | . | . | -3 | .
CC(=O)N1N=C(c2ccc([N+](=O)[O-])cc2)CC1c1ccccc1Cl (configuration not stated)
 : . | -97 | -3 | -2 | -1 | 1 | -4
O=C(O)[C@@H]1CCCC[C@@H]1C(=O)N1CCc2ccccc2C1CN1C(=O)c2ccccc2C1=O (some centres not stated)
 : 5 | -7 | . | 0 | 2 | . | -4
O=C(NCc1ccco1)c1cccn2c(=O)c3sccc3nc12
 : -9 | 12 | -6 | . | -18 | 2 | -8
CC(O)(c1ccc(F)c(F)c1)c1nc(/C=C/c2ccc(C(F)(F)F)cc2)cs1 (configuration not stated)
 : 6 | . | -11 | 0 | 3 | 2 | -9
Cc1c(C(=O)N2CCCC2)c(S(=O)(=O)N2CCCCC2)c(C)n1C
 : -11 | 17 | 4 | -1 | -2 | 3 | 4
NCCCC[C@H](NC(=O)C1CCNCC1)c1nnc([C@@H](N)Cc2ccc(O)cc2)o1
 : 5 | -5 | 2 | -1 | 3 | . | 6
Cc1cc(C)c2cc(CN(CCN(C)C)C(=O)Nc3ccccc3Cl)c(=O)[nH]c2c1
 : . | 4 | -2 | . | . | -4 | .
COCCN1C(=O)CC(NNC(=O)c2ccc(S(=O)(=O)N3CCCC3)cc2)C1=O (configuration not stated)
 : -1 | -13 | -1 | . | . | 0 | .
CC[C@]12c3[nH]c4ccc(Cl)cc4c3CCN1C(=O)[C@@H](CC(=O)NCC13CC4CC(CC(C4)C1)C3)C[C@@H]2C(=O)N1CCN(C(=O)c2ccco2)CC1
 : -12 | 25 | 2 | 5 | -9 | -4 | 14
COc1ccc(NC(=S)Nc2ccc(S(=O)(=O)N3CCOCC3)cc2)c(OC)c1
 : . | -1 | -10 | . | . | -1 | .
CCCCCCCCCC1NC(C(=O)O)Cc2c1[nH]c1ccccc21 (configuration not stated)
 : . | . | 1 | -2 | 0 | . | 4
C/C(=N\Nc1ccc(S(N)(=O)=O)cc1[N+](=O)[O-])c1ccco1
 : -9 | 0 | 3 | 0 | 12 | -3 | 4
COc1cc(S(=O)(=O)NCC2COCCO2)ccc1-n1cnnn1 (configuration not stated)
 : 28 | -12 | . | -1 | -7 | . | -4
O=C(NCc1ccccc1)[C@@H]1[C@@H](CO)[C@@H]2Cn3c(ccc(-c4cccc(F)c4)c3=O)[C@H]1N2
 : . | -10 | -1 | -2 | 15 | -33 | 2
O=C(c1c[nH]c2ccc(S(=O)(=O)N3CCOCC3)cc2c1=O)N1CCN(c2ccccn2)CC1
 : -4 | -5 | . | 0 | 9 | . | -8
CN1C(=O)c2cc(NC(=O)c3ccc(F)cc3)ccc2OC[C@@H]2O[C@@H](CC(=O)NCC3CC3)CC[C@@H]21
 : 10[16.7 µM] | -5 | -2 | -13 | 9 | 0 | 1
O=C(COC(=O)c1ccc(Cl)nc1)NCCc1ccc(Cl)cc1
 : -8 | -7 | 3 | -2 | 1 | 0 | -10
CN1CCN(C(=O)c2cnn3c(C(F)(F)F)cc(-c4ccc5c(c4)OCO5)nc23)CC1
 : 2 | -6 | 7 | -1 | -4 | -1 | -2
Cc1nonc1CN(C)C(=O)CC1C(=O)NCCN1Cc1c(F)cccc1Cl (configuration not stated)
 : 4 | -7 | -1 | 3 | 4 | -1 | -8
O=C(O)COc1ccc(/C=N/O)cc1Br
 : . | 3 | -5 | . | . | -2 | .

Assay outcomes as filed in PubChem.

Compounds were not picked by outcome, and some 4% of all compounds hit somewhere here.
